From PubChem
TSHR antag – human thyrotropin receptor antagonism | P16473 | TSHR-expressing cells, TSH-stimulated cAMP HTRF, 2 h; hits give low values | activity change, negative = inhibition, % at 11.5 µM | 330,000 compounds, 0.2% hits | AID 504810;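 active = activity change below a set negative limit, meaning inhibition stronger than a set level, cut at about -70% in these data; inconclusive = activity change between two set negative limits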; also: % is scaled to controls: 0 for no effect and ±100 for the full control effect
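Cell-based HTRF cAMP assay; TSHR cells + compound, TSH EC80 (4nM final), 2 h, 37 deg C. Lysis with anti-cAMP cryptate and cAMP-d2, 30 min RT, read 665/620 nm.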
Mito fusion act – inhibitors of mitochondrial division or activators of mitochondrial fusion | S. cerevisiae fusion-defective mutant growth rescue, CellTiterGlo 48 h | Potency, µM (series often up to 46.1 µM), for the others: top-dose growth rescue (activation), usual class: activators | 320,000 compounds, 0.23% hits;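 also: potency is read from the fitted curve at half-maximal effect; % of control where 0% means no effect; nearly all actives have a fitted effect of over 45% in size; temperature-sensitive fusion mutants such as fzo1-1 at 37 °C on non-fermentable ethanol glycerol medium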
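Read-out: ATP-based luminescence (CellTiterGlo, 10 min ambient) reporting growth of fusion-defective ts yeast after 48 hours at 37C on glycerol/ethanol YPEG medium in the presence of compound.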
PTAP TSG101 blk – blocks PTAP/TSG101 interaction to inhibit HIV-1 budding | Q99816 | Potency, µM (titrated, usually from 115 µM), for the others: at the highest dose activity change, negative = inhibition, most hits filed as inhibitors | 340,000 tested, under 10 active | Fluorescence polarization, FITC-PTAP peptide / Tsg101 binding | AID 493005; active = well fitted inhibition curve with a large enough effect in the main read-out, with a control signal flat, not every such curve was filed as active; inconclusive = small, poorly fitted or top-dose-only effect, or effect the other way, or a change in a side signal; inactive = no such curve, though single readings can be large or run the other way; also: potency is read from the fitted curve at half-maximal effect; % of control where 0% means no effect
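Fluorescence anisotropy tracks displacement of a FITC-tagged PTAP peptide (50 nM) from the Tsg101 binding domain (10 uM), following a 20 min room-temperature incubation at pH 7.5.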
Menin MLL FP TR – displaces Texas Red mutant MLL peptide from human menin | O00255 | AID 1768 | Potency, µM (highest dose often 61.6 µM), for the others: at the top dose FP activity change, negative = inhibition, usual class: inhibitors | Menin + Texas Red MLL mutant peptide, fluorescence polarization | 270,000 compounds, 0.23% hits; active = well fitted inhibition curve with a large enough effect in the polarisation, with a control signal flat, not every such curve was filed as active; inconclusive = small, poorly fitted or top-dose-only effect, or effect the other way, or a change in a side signal; inactive = no such curve, though single readings can be large or run the other way; the % refers to the polarisation; also: potency is read from the fitted curve at half-maximal effect; % of control where 0% means no effect; many of its hits are not listed in these tables
TCR act – T cell receptor activation | primary human leukocytes, anti-CD3, IL-2 HTRF, 48 h | Potency, µM (top dose mostly 9.22 µM), without a hit: top-dose activation of IL-2 secretion, most hits filed as activators | 330,000 tested, under 10 active; also: % of control where 0% means no effect
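48 hr co-incubation of compounds, a-CD3 beads and primary human leukocytes; IL-2 quantified homogeneously by HTRF with anti-IL-2 K and d2 conjugates.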
MBNL1-CUG inh – blocks human MBNL1 binding to CUG repeat RNA. Q9NR56. TR-FRET MBNL1-His/biotin-(CUG)12 binding, 665/545 ratio. Potency, µM (highest dose often 57.5 µM), for the others: at the top dose activity change, negative = inhibition, actives largely listed as inhibitors. 280,000 compounds, 0.036% hits. AID 2675; active = well fitted inhibition curve with a large enough effect in the signal ratio, with a control signal flat, not every such curve was filed as active; inconclusive = small, poorly fitted or top-dose-only effect, or effect the other way, or a change in a side signal; inactive = no such curve, though single readings can be large or run the other way; the % refers to the signal ratio; also: potency is read from the fitted curve at half-maximal effect; % is scaled to controls: 0 for no effect and ±100 for the full control effect
Target sequence (Q9NR56 whole entry, looked up): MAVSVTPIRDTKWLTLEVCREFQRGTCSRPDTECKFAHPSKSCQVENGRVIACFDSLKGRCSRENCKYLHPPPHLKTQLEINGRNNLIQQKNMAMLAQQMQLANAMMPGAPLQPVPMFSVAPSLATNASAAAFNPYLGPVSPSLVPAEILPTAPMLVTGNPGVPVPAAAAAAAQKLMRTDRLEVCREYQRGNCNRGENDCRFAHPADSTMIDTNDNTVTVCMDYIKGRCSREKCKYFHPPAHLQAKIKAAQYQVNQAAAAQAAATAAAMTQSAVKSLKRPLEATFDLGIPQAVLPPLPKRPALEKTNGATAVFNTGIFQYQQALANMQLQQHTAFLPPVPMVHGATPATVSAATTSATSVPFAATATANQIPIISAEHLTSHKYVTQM
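TR-FRET between His-tagged MBNL1 and biotin-(CUG)12 RNA, detected with Tb anti-His antibody (0.055 ng/ul) and streptavidin-XL665 (5 nM), 60 min at room temperature. Compounds titrated 92 nM to 58 uM; 665/545 nm ratio normalized to buffer and complex controls.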
ASM inhibitor – inhibitors of human secretory acid sphingomyelinase; P17405; placental ASM, HMU-PC fluorogenic substrate, 60 min; Potency, µM (titrated, usually from 57.5 µM), for inactives: at the top dose activity change, negative = inhibition, actives largely listed as inhibitors; 340,000 compounds, 0.006% hits; also: potency is read from the fitted curve at half-maximal effect
Target sequence (P17405 47-631 limits assumed): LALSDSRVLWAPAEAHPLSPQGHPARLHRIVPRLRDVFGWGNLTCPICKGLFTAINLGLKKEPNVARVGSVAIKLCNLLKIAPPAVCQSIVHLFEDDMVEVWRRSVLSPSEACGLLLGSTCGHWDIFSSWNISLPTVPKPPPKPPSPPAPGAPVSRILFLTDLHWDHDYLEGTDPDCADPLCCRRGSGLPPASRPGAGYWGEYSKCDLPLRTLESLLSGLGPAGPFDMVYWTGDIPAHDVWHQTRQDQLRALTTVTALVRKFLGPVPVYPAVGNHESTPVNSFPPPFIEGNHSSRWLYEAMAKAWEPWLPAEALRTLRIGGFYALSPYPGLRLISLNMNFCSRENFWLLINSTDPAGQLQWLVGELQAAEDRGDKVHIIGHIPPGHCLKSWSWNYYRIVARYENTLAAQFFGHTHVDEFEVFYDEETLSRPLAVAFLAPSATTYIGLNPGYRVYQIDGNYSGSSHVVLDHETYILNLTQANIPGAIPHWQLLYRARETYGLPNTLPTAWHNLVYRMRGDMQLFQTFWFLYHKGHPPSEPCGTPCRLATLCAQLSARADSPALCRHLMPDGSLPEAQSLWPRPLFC
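Steps: dispense placental human ASM, pin compound, wait 10 min at room temperature, add HMU-PC0 substrate at 9 uM final, incubate 60 min at 37 °C, add stop solution raising pH to 10, read fluorescence.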
AT treatment – potential ataxia-telangiectasia treatment; […] A-T fibroblasts, KAP-1 phosphorylation AlphaLISA; neocarzinostatin DNA damage 30 min before lysis; Potency, µM (series often up to 57.5 µM), for inactives: top-dose activation, actives largely listed as activators; 320,000 compounds, 0.19% hits; also: potency is read from the fitted curve at half-maximal effect; % of control where 0% means no effect; nearly all actives have a fitted effect of over 45% in size
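hTERT-immortalized A-T patient fibroblasts ([…]), 500 cells/well in OPTI-MEM, 1% FBS, got compounds for 60 min, then NCS for 30 min at 37C. Lysates were then assayed for phospho-KAP-1 by AlphaLISA (anti-pKAP1 donor, anti-KAP1 acceptor beads), 6 hr at 25C.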
MLL CXXC-DNA inh – MLL CXXC-DNA interaction inhibition; AID 2662; 290,000 compounds, 0.037% hits; MLL-CXXC / FITC-HOXA9 DNA fluorescence polarization; Potency, µM (series often up to 115 µM), for the others: at the top dose activity change, negative = inhibition, actives largely listed as inhibitors; active = well fitted inhibition curve with a large enough effect in the polarisation, with a control signal flat, not every such curve was filed as active; inconclusive = small, poorly fitted or top-dose-only effect, or effect the other way, or a change in a side signal; inactive = no such curve, though single readings can be large or run the other way; the % refers to the polarisation; also: potency is read from the fitted curve at half-maximal effect
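Fluorescence polarization: 7 uM MLL-CXXC (stock) preincubated 5 min with compounds, then 50 nM fluorescein-HOX-A9 DNA (stock) added; 30 min ambient. Buffer 50 mM Tris-HCl pH 7.5, 50 mM NaCl, 1 mM DTT, 0.05% BSA.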
a7 integrin act – activators of alpha7 integrin expression for muscular dystrophy | alpha7betagal myoblasts, beta-gal FDG fluorescence, 48 h | Potency, µM (series often up to 38.3 µM), for the others: top-dose activation, most hits filed as activators | 350,000 compounds, 0.064% hits | AID 624291;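 also: potency is read from the fitted curve at half-maximal effect; 100% = response of the positive control SU9516; nearly all actives have a fitted effect of over 60% in size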
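alpha7betagal+/- myoblasts (passage 13, 250/well) treated 48 h at 37C with compounds at 1:260 dilution of DMSO stock. Lysed, then beta-galactosidase activity read as FDG fluorescence (ex 480/em 540) after 30 min, with pre-read for autofluorescence.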
Numbers without * were called inactive; ? = inconclusive; / = no result given; & = joins results of further samples; [ ] = remark or other dose. Unless noted, calls follow the shape of the dose curve; as a rule, active = well fitted curve in the direction sought with a large enough effect; inconclusive = small, poorly fitted or top-dose-only effect, or another doubt; inactive = no such curve, though single readings can be large; an effect the other way counts as inactive or inconclusive. A portion of the library; the hit share may differ from the screen's.

1: CNC(=S)N(Cc1ccco1)Cc1cc2cc(OC)ccc2[nH]c1=O
2: O=C(c1ccc2c(c1)OCCO2)N1CCCCC1
3: COC(=O)c1c(NC(=O)c2nc3ncccn3n2)sc(C(=O)N(C)C)c1C
4: N#CC(=C(O)CN1CCN(c2ccccc2F)CC1)c1nc(-c2ccc(Cl)cc2)cs1
5: CCOC(=O)N1CCN(C(=O)/C(=C/c2cccc3ccccc23)NC(=O)c2ccc(OC)c(OC)c2)CC1
6: CCOC(=O)/C=C/C(=O)OCC(=O)Nc1cccc(Cl)c1Cl
7: Cc1ccc(S(=O)(=O)N2CCCCC2)cc1NC(=O)CSc1nccn1C
8: COc1cccc(CN2C(=O)CCC2(C)C(=O)NC2CCCCCC2)c1 (stereo not drawn)

screen / no.	1	2	3	4	5	6	7	8
TSHR antag	7	6&22	-6	/	4	10	8	0
Mito fusion act	0%	27%&-2%	-3%	/	-3%	0%	-3%	1%
PTAP TSG101 blk	0%	-5%	/	-2%	-2%	-3%	0%	-1%
Menin MLL FP TR	-10%	-22%&-8%	0%	/	-6%	-7%	-3%	1%
TCR act	-3%	-316%	/	-1%	-4%[46.1 µM]	1%	1%	1%
MBNL1-CUG inh	5%	-5%	2%	/	3%	4%	-13%	-2%
ASM inhibitor	28%	3%	/	0%	-12%	-2%	-1%	2%
AT treatment	-8%	3%	-1%	/	2%	32%	1%	1%
MLL CXXC-DNA inh	-15%	6%&-1%	0%	/	-1%	-19%	-16%	-6%
a7 integrin act	2%	3%	/	-13%	2%	-5%	-13%	-3%

9: CN(C)CCCNc1cc(O)c2ncccc2c1
10: Cc1nnc(NC(=O)c2cccc(S(=O)(=O)N3CC(c4ccccc4)CC3=O)c2)s1 (stereo not drawn)
11: COc1ccccc1NC(=O)C1=C(C)Nc2nc(-c3cccs3)nn2C1c1cccnc1 (stereo not drawn)
12: Cc1ccc(NC(=O)C2=COCCO2)cc1S(=O)(=O)N1CCOCC1
13: COc1ccc(N(C(C)C(=O)N/N=C(\C)C(C)(C)C)S(C)(=O)=O)cc1 (stereo not drawn)
14: CC12CCC(C(=O)Nc3ccncc3)(CC1O)C2(C)C (stereo not drawn)
15: O=C(NC(CO)Cc1ccccc1)c1ccccc1 (stereo not drawn)
16: Cc1cc(N/N=C/c2ccc(O)cc2O)c2ccccc2n1

screen / no.	9	10	11	12	13	14	15	16
TSHR antag	-13&-11	8	5	2	4	4	5	-23
Mito fusion act	4%	-1%	1%	2%	2%	-1%	-16%	-1%
PTAP TSG101 blk	-10%	1%	-3%	-5%	0%	1%	-5%	-4%
Menin MLL FP TR	/	3%	1%[11.7 µM]	/	-1%	/	5%	-3%
TCR act	-2%	1%	-6%	-8%	-4%	11%	2%[46.1 µM]	6%
MBNL1-CUG inh	/	-8%	6%	/	-7%	6%	-8%[11.5 µM]	-3%
ASM inhibitor	-1%	-6%	0%	2%	-1%	6%	3%	9%
AT treatment	-6%&3%	8%	11%	-5%	4%	-6%	-2%	4%
MLL CXXC-DNA inh	/	8%	0%	/	15%	3%	0%	1%
a7 integrin act	/	19%	9%	7%	0%	25%	0%	34%

17: CC(NC(=O)c1ccccc1)C(=O)OCC(=O)c1c(N)n(C)c(=O)n(C)c1=O (stereo not drawn)
18: COCCOC(=O)CSc1ncccc1-c1nc2cc(C)c(C)cc2[nH]1
19: COc1ccc(NC(=O)CSCCc2ccccn2)cc1OC
20: Cc1ccc(OC(C)C(=O)Nc2ccc(S(=O)(=O)Nc3nccs3)cc2)cc1 (stereo not drawn)
21: CCC(C)[C@@H](C(=O)Nc1ccc2c(c1)OCO2)N1Cc2ccccc2C1=O (stereo partly drawn)
22: CC(=O)Nc1ccc(S(=O)(=O)NNC(=S)NCC2CCCO2)cc1 (stereo not drawn)
23: COc1cccc(-c2cc(C(=O)N3CCN(c4ccccc4OC)CC3)no2)c1
24: COc1ccc(C(=O)CCN2CCN(c3ccccc3OC)CC2)cc1

screen / no.	17	18	19	20	21	22	23	24
TSHR antag	24	2	-5	-5	12	5	-8	15
Mito fusion act	-5%	-2%	8%	2%	11%	-3%	-2%	10%
PTAP TSG101 blk	-3%	1%	-5%	-1%	1%	0%	2%	-1%
Menin MLL FP TR	/	3%	1%	28%	-7%[11.7 µM]	1%	22%	-7%
TCR act	2%	-3%	-6%	5%	-5%	4%	-2%	13%
MBNL1-CUG inh	/	107%[activator]	-16%	-4%	-8%	4%	-1%	-8%
ASM inhibitor	1%	64%[activator]	1%	2%	0%	0%	-9%	4%
AT treatment	5%	-3%	3%	9%	-14%	-1%	0%	1%
MLL CXXC-DNA inh	/	7%	-9%	-8%	-2%	5%	5%	33%[activator]
a7 integrin act	-3%	27%	27%	-6%	-34%	-27%	-398%[inhibitor]	-69%[inhibitor]

25: COc1ccc(CNc2c(CO)cnc3c2cnn3C)cc1
26: CCOc1ccc(Oc2ccc(NS(=O)(=O)c3cc(C(=O)O)ccc3Cl)cc2)cc1
27: CC1=CC2=NC(=O)CC(C)(C(=O)N(CC(=O)NC(C)(C)C)Cc3ccccc3)N2C=C1 (stereo not drawn)
28: CCOC(=O)C1=C(C)NC(=O)NC1C (stereo not drawn)
29: O=S1(=O)CCOC[C@H](c2ccccc2)N1Cc1cccc(F)c1
30: O=C(CCc1nnc(CCCc2ccccc2)o1)NC(C1CC1)C1CC1
31: O=C(O)C1CCCCC1C(=O)NCCCN1CCCC1=O (stereo not drawn)
32: O=C(COC(=O)C1(c2cccc(F)c2)CCCC1)NCc1ccc2c(c1)OCO2

screen / no.	25	26	27	28	29	30	31	32
TSHR antag	-12	-18	0	-1	6	-2	-3	-17
Mito fusion act	1%	-4%	1%	-7%	2%	8%	0%	23%
PTAP TSG101 blk	-5%	-4%	0%	-3%	-6%	-5%	1%	1%
Menin MLL FP TR	-1%	/	1%	1%	6%	0%	-2%	?
TCR act	5%	1%	6%	-1%	2%	-3%	0%	-2%[46.1 µM]
MBNL1-CUG inh	-4%	/	17%	0%	-2%	-12%	-2%	-6%
ASM inhibitor	1%	4%	5%	-1%	-3%	2%	1%	5%
AT treatment	3%	2%	0%	-6%	-3%	-1%	-3%	3%
MLL CXXC-DNA inh	3%	/	0%	-1%	-1%	6%	2%	10%
a7 integrin act	5%	1%	43%	-8%	12%	-32%	-2%	7%

Entries above that contain a Cl atom, in the order listed:
4: N#CC(=C(O)CN1CCN(c2ccccc2F)CC1)c1nc(-c2ccc(Cl)cc2)cs1
6: CCOC(=O)/C=C/C(=O)OCC(=O)Nc1cccc(Cl)c1Cl
26: CCOc1ccc(Oc2ccc(NS(=O)(=O)c3cc(C(=O)O)ccc3Cl)cc2)cc1

screen / no.	4	6	26
TSHR antag	/	10	-18
Mito fusion act	/	0%	-4%
PTAP TSG101 blk	-2%	-3%	-4%
Menin MLL FP TR	/	-7%	/
TCR act	-1%	1%	1%
MBNL1-CUG inh	/	4%	/
ASM inhibitor	0%	-2%	4%
AT treatment	/	32%	2%
MLL CXXC-DNA inh	/	-19%	/
a7 integrin act	-13%	-5%	1%

The results go on.
33: O=C(C1=C[C@H](c2coc3ccccc3c2=O)C[C@H](OCCCCO)O1)N1CCN(Cc2ccc3c(c2)OCO3)CC1
34: COc1ccc(-c2csc(C3=C(O)CN(C(C)C)C3=N)n2)cc1OC
35: COc1ccc(Cl)cc1NC(=O)CN1CCC(NC(=O)C2CC2)CC1
36: CCOc1ccc(-n2c(O)c(/C=N/c3ccnn3Cc3ccncc3)c3ccccc3c2=O)cc1
37: COc1ccc(CCNC(=O)CCNC(=O)c2ccccc2Cl)cc1
38: O=CN1CCN(C(=O)c2cccc3c2-c2ccccc2C3=O)CC1

screen / no.	33	34	35	36	37	38
TSHR antag	0	-8	13	29	-3	-24
Mito fusion act	4%	9%	-2%	-15%	-4%	0%
PTAP TSG101 blk	/	-5%	0%	28%	-3%	-6%
Menin MLL FP TR	?	?	2%	-1%	-12%	-12%
TCR act	-2%	7%	0%	-13%	-24%	-4%
MBNL1-CUG inh	9%	10%	-2%	/	2%	?
ASM inhibitor	6%	-2%	4%	8%	-1%	2%
AT treatment	-2%	8%	-1%	11%	-5%	?
MLL CXXC-DNA inh	-1%	1%	-8%	?	-1%	-1%
a7 integrin act	-11%	-19%	8%	22%	0%	17%
